# S1P4 agonist: agonists of human S1P4 receptor; S1P4-expressing cell line, agonist reporter assay; 220,000 tested, 0.35% active; O95977; activation, % at 4.98 µM; in the data active means activation above about 11%;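 further: 0% = DMSO vehicle and 100% = reference agonist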
# NPY-Y2 PAM-ag: potentiators or agonists of human neuropeptide Y receptor Y2. AID 1359. 220,000 tested, 0.45% active. activation, % at 3.6 µM. P49146. cells expressing NPY-Y2, potentiator/agonist read-out; in the data active means activation above about 27%;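 further: cells stimulated with NPY near EC25 plus isoproterenol at EC100; 0% = vehicle plus submaximal agonist and 100% = vehicle plus saturating agonist; some results beyond the cut were filed as inactive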
# TRPN1 ag: activates the zebrafish TRPN1 channel. HEK293 zebrafish TRPN1-YFP, Fluo-8 calcium fluorescence; 100% = response to 87 µM carbachol. activation, % at 3 µM. 220,000 tested, 0.18% active;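 active means activation above its plate's cutoff, the mean activation of test wells on that plate plus 3 SD, cut at about 19% in these data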;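 further: 0% = DMSO alone and 100% = 87 µM carbachol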
#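 Material – zebrafish TRPN1-YFP in HEK293 cells · Doses – 3 µM single point · Schedule – dye 1 h 37 °C plus 30 min RT · Signal – Fluo-8 calcium fluorescence, excitation 470-495 nm, emission 515-575 nm · Read-out – % activation versus carbachol response · Control set – carbachol high, DMSO low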
# CHOP inhibitor: CHOP inhibition in unfolded protein response; inhibition, % at 10 µM; CHO-K1 CHOP-promoter luciferase, tunicamycin-induced, 15-18 h; 220,000 tested, 3.8% active;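 active means compounds that reduced the stress-induced luciferase reporter signal by more than about 70% of percent inhibition, limit read from the data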;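 further: 0% = tunicamycin plus vehicle and 100% = wells without tunicamycin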
# S1P4 antagonist: human S1P4 receptor antagonism; S1P4-expressing cells, antagonist mode, reporter read-out; inhibition, % at 4.98 µM; 220,000 tested, 0.26% active; AID 1510; in the data active means inhibition above about 29%;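 further: 0% = wells stimulated with agonist and 100% = vehicle wells without agonist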
# NPY Y1 blocker: antagonists of human neuropeptide Y receptor Y1; P25929; HEK293-CNG Y1 cells, membrane potential fluorescence; NPY at EC95, then isoproterenol; inhibition, % at 3.6 µM; 200,000 tested, 1% active;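 active means inhibition above the campaign mean inhibition of all tested compounds plus 3 SD, cut at about 20% in these data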;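 further: 0% = DMSO wells given NPY plus isoproterenol and 100% = isoproterenol alone without NPY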
# Target sequence (P25929 whole entry, looked up): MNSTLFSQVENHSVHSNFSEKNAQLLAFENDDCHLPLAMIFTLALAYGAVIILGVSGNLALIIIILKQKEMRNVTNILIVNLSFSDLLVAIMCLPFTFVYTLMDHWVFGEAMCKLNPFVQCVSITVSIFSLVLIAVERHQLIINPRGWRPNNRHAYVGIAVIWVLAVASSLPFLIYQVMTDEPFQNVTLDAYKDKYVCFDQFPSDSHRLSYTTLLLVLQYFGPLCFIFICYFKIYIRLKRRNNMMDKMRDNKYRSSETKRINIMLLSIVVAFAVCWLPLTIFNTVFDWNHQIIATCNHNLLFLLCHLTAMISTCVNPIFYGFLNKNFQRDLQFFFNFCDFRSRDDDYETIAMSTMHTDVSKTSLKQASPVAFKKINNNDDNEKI
#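 Benchmarks – high control isoproterenol alone, low control NPY with isoproterenol · Material – HEK293 Y1/CNG channel cell line · Times – dye 3 h, compound 60 min room temperature, stimulation 45 min · Probe or stimulus – NPY (25 nM), isoproterenol (1 µM), Ro 20-1724 (25 µM) · Evaluation – % inhibition of NPY effect · Signal – fluorescence, membrane potential probe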
# NPY-Y1 PAM-ag: potentiates or activates human NPY-Y1 receptor | NPY-Y1 expressing cells, potentiator/agonist activation | activation, % at 3.6 µM | 220,000 tested, 0.37% active; in the data active means activation above about 33%, passing the limit was not always enough;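 further: cells stimulated with NPY at EC10 then isoproterenol at EC100; 0% = low agonist plus stimulus and 100% = saturating agonist plus stimulus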
# EP2 mod: modulators of human EP2 prostaglandin E2 receptor | P43116 | EP2-expressing cells, cAMP HTRF FRET, PGE2 co-stimulation | induction, % at 25 µM | 260,000 tested, 0.83% active;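 active means compounds whose cAMP rise, as percent of the full-agonist control response, exceeds 60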;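 further: rat C6 glioma line stably carrying human EP2 under a CMV promoter; the protocol text gives 20 µM as final concentration; 100% = response of wells given 1 µM PGE2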
# TRPML3 ag: activates the human TRPML3 channel | HEK293 TRPML3-YFP, Fluo-8 calcium fluorescence; 100% = the carbachol control signal | activation, % at 3 µM | 220,000 tested, 0.29% active;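 active means activation above its plate's cutoff, the mean activation of the plate's test wells plus 3 SD, cut at about 12% in these data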;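 further: 0% = DMSO only wells and 100% = carbachol wells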
# Target sequence (Q8TDD5 whole entry, looked up): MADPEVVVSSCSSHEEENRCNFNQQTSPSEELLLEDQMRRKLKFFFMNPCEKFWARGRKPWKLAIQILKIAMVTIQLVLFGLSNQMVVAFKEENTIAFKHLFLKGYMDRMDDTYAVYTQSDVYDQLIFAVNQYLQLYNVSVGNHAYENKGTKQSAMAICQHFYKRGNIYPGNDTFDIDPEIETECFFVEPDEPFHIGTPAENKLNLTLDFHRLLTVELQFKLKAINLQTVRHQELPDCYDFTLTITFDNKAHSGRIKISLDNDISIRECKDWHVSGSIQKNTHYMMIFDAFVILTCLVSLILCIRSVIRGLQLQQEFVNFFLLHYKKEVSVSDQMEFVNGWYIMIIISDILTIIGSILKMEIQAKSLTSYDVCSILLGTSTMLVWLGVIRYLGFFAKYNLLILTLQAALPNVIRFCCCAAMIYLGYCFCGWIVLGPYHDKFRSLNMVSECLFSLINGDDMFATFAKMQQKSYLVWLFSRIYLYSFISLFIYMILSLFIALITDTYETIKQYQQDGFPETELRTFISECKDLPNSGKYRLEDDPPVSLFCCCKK
#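 Test system – HEK293 line with stable expression of human TRPML3-YFP channel · Control set – carbachol 87 µM final as high control (100%), DMSO as low control (0%) · Signal – Fluo-8 calcium dye fluorescence, ex 470-495, em 515-575 nm · Incubation – 1-h 37 °C dye load, 5-s basal, 120-s post-compound reads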
# Active calls of the source: *; . = not tested or not shown; & = joins results of further samples.
no.	structure	S1P4 agonist	NPY-Y2 PAM-ag	TRPN1 ag	CHOP inhibitor	S1P4 antagonist
1	CCOC(=O)c1nnn(-c2nonc2N)c1CS(=O)(=O)c1ccccc1	0.4	12.6	1.4	-9.9	-6.0
2	COc1cc(C)ccc1OCCOCCOc1c(C)cc(C)cc1Br	-0.9	-5.8	-1.3	83.5*	-5.4
3	Cc1ccc(N2CC(C(=O)Nc3cccc(F)c3)CC2=O)cc1 (stereo not drawn)	-1.2	-16.7	1.3	-1.4	-0.2
4	CNS(=O)(=O)c1cc(N)ccc1C	0.5	-0.3	0.6	5.4	-4.4
5	Cc1ccc(S(=O)(=O)N2CCN(CC(=O)N/N=C\c3ccccn3)CC2)cc1	-0.3	-2.1	1.1	-28.6	-6.8
6	CC(C)(C)c1ccc(NC(=O)CNC2CCCc3ccccc32)cc1 (stereo not drawn)	6.2	-0.3	1.9	91.4*	-13.8
7	CCNC(=O)c1ccccc1SCC(=O)Nc1ccc(F)cc1	-1.5	3.4	0.3	4.8	-4.6
8	CCOC(=O)c1c(C)[nH]c(C)c1C(=O)COC(=O)/C=C/c1cccc(C(F)(F)F)c1	-0.3	6.0	-0.8	58.5	-2.8
9	O=C(CN1CCc2ccccc2C1)NCC(=O)Nc1ccc(F)cc1	-1.2	3.2	0.4	6.4	0.4
10	O=C1S/C(=C\C=C\c2ccco2)C(=O)N1c1ccccc1	2.2	4.7	-0.7	15.3	-12.2

no.	NPY Y1 blocker	NPY-Y1 PAM-ag	EP2 mod	TRPML3 ag
1	1.7	15.0	-3.8	0.2
2	9.8	-35.3	22.3	0.3
3	4.2	-1.4	4.3	1.1
4	11.0	5.9	3.1	0.0
5	.	-4.6	-31.1	0.6
6	-4.2	-1.8	-44.1	0.5
7	-1.3	-6.1	4.5	0.6
8	6.7	2.9	-3.8	0.5
9	2.3	14.7	-12.5	0.8
10	0.1	15.6	4.8	-0.2

# Grouped by structure: the compounds so far with four or more nitrogen atoms (2)
no.	structure	S1P4 agonist	NPY-Y2 PAM-ag	TRPN1 ag	CHOP inhibitor	S1P4 antagonist
1	CCOC(=O)c1nnn(-c2nonc2N)c1CS(=O)(=O)c1ccccc1	0.4	12.6	1.4	-9.9	-6.0
5	Cc1ccc(S(=O)(=O)N2CCN(CC(=O)N/N=C\c3ccccn3)CC2)cc1	-0.3	-2.1	1.1	-28.6	-6.8

no.	NPY Y1 blocker	NPY-Y1 PAM-ag	EP2 mod	TRPML3 ag
1	1.7	15.0	-3.8	0.2
5	.	-4.6	-31.1	0.6

# Later entries:
no.	structure	S1P4 agonist	NPY-Y2 PAM-ag	TRPN1 ag	CHOP inhibitor	S1P4 antagonist
11	Cc1ccc(CNc2oc(COc3ccccc3Cl)nc2C#N)cc1	-0.4	-11.2	-1.5	85.3*	0.5
12	COc1ccc(C(=O)c2oc3ccc(OC)cc3c2NC(C)=O)cc1	-0.9	5.4	0.6	-0.5	5.6
13	Cc1cc(=O)[nH]c(SCC2COC3(CCCCC3)O2)n1 (stereo not drawn)	-0.1	-18.6	0.0	17.5	0.8
14	O=C(CSc1nnnn1-c1ccc(Cl)cc1)N1CCc2ccccc2C1	-2.0	-22.5	-1.2	30.8	-11.0
15	CCOc1ccc(/C(O)=C2/C(=O)C(=O)N(c3nc(C)c(C)s3)C2c2ccco2)cc1 (stereo not drawn)	2.5	-4.2	-1.3	6.2	-10.9
16	O=C(Cn1nnc(-c2cccs2)n1)NCc1cccs1	0.6	0.8	1.1	-2.4	-10.7
17	CCCc1nc2sc3c(c2c(=O)n1NC(=O)c1ccco1)CC(C)(C)OC3	2.8	10.1	1.1	-25.3	7.1
18	CC1CCC2(CC1)Nc1ccccc1C(=O)N2c1ccccc1 (stereo not drawn)	-2.6	1.6	0.9	-3.6	0.7
19	Cn1c2ccccc2c2ncn(CCC3=CCCCC3)c(=O)c21	0.9	-16.9	-1.0	50.1	7.1
20	Cc1ccnc(NC(=O)CC(c2ccccc2)c2ccccc2)n1	1.3	12.7	-1.6	12.3	-1.6

no.	NPY Y1 blocker	NPY-Y1 PAM-ag	EP2 mod	TRPML3 ag
11	5.8	-33.4	-31.4	-0.1
12	2.5	-2.4	-15.8&-7.7	0.3
13	5.4	14.3	22.0	-0.4
14	16.4	-36.4	-15.8	-0.3
15	3.7	-11.6	37.1	-0.6
16	-0.5	2.4	-6.5	-0.1
17	4.4	-2.1	49.2	0.8
18	7.8	-9.8	14.1	1.2
19	13.0	-19.1	7.2	0.0
20	0.3	-10.2	26.9	0.1

# The results go on:
no.	structure	S1P4 agonist	NPY-Y2 PAM-ag	TRPN1 ag	CHOP inhibitor	S1P4 antagonist
21	CSCCC1(C(=O)O)NC(c2ccccc2O)C2C(=O)N(C(C)C)C(=O)C21 (stereo not drawn)	0.8	0.0	1.9	13.5	-14.9
22	COc1cccc(Oc2cn[nH]c2-c2ccc(OC)cc2O)c1	0.1	-9.7	-2.2	83.7*	0.8
23	O=C(COC(=O)c1ccc2c(c1)OCCO2)Nc1cc(Cl)ccc1Cl	1.1	-9.1	0.2	25.1	0.1
24	COC1=Cc2c(ccc3ccc(=O)oc23)OC1(C)C	-0.9	-13.7	-1.7	14.3	-12.0
25	NS(=O)(=O)c1cccnc1Nc1cccc(Cl)c1	1.7	2.5	0.4	5.4	-10.0
26	O=C(/C=C/c1cccc([N+](=O)[O-])c1)c1cccs1	1.6	-10.5	0.6	-32.3	0.6
27	CCOC(=O)C1=C(C)N(c2ccc(OC)cc2)C(=O)/C1=C\c1cccs1	0.1	7.1	0.7	33.5	-23.6
28	Cc1c(-c2ccccc2)sc(Br)c1C(=O)N1CCOCC1	-1.8	-10.0	-0.4	-8.9	-10.7
29	COc1ccc(CN(C)c2ncnc(N)n2)cc1	1.5	0.1	0.1	-18.6	-12.5
30	COc1cccc(CNn2c(-c3cccc(C)c3)nc3ccccc3c2=O)c1	1.4	-24.5	-2.4	24.5	-3.4

no.	NPY Y1 blocker	NPY-Y1 PAM-ag	EP2 mod	TRPML3 ag
21	-4.2	6.5	15.6	0.8
22	-3.7	-5.3	-10.9	-1.1
23	1.2	-26.5	-21.4	0.5
24	-1.5	-7.2	41.5	0.1
25	10.6	8.4	-43.4	0.7
26	2.0	-2.4	-24.8	3.3
27	6.6	-10.8	15.4	0.2
28	2.9	-8.2	-43.6	-0.2
29	-0.5	13.1	-6.1	0.9
30	13.9	-15.9	51.0	2.9

# Going on with the list.
no.	structure	S1P4 agonist	NPY-Y2 PAM-ag	TRPN1 ag	CHOP inhibitor	S1P4 antagonist
31	CNC(=O)C12CC3CC(CC(Cl)(C3)C1)C2	-0.5	-2.2	1.8	24.5	-4.0
32	O=C/C(=C\Nc1ccc(Cl)cn1)c1nc2ccccc2o1	2.8	-1.0	-0.1	7.2	12.4
33	CCN(CC)CCCNC(=O)c1nn(-c2ccc(OC)cc2OC)c(=O)c2ccccc12	0.0	8.9	1.0	28.2	-18.5
34	Cn1c(N)c(C(=O)COC(=O)c2cc(-c3ccccc3)nc3ccccc23)c(=O)n(Cc2ccccc2)c1=O	1.2	15.4	-0.2	17.5	0.2
35	Cc1ccc(-c2nnc3n2N=C(c2ccccc2)CS3)cc1	0.4	-19.6	-0.1	14.6	-7.2
36	COc1ccc(CNC(=O)c2noc3c2CCCCC3)cc1	0.2	-7.2	-0.1	7.1	-19.6
37	NS(=O)(=O)c1ccc(N2N=C(c3ccccc3)CC2c2ccccc2)cc1 (stereo not drawn)	2.3	11.1	0.8	80.8*	-10.4
38	COc1cccc(N2CCN(C(=O)/C=C/c3ccco3)CC2)c1	0.4	-3.4	-1.1	9.6	-14.0
39	COc1ccc(N2C(=O)c3ccccc3NC2(C)C)cc1	1.2	12.8	-1.4	-37.2	-8.2
40	CC1(C)CC(C(CC(=O)N2CCCC2)Cc2ccccc2)CCO1 (stereo not drawn)	0.1	-24.3	-0.1	-3.3	-17.1

no.	NPY Y1 blocker	NPY-Y1 PAM-ag	EP2 mod	TRPML3 ag
31	-6.3	-11.4	25.7	0.7
32	2.4	-11.2	-5.7	0.3
33	-3.7	-6.1	-12.5	0.4
34	-1.9	-20.4	21.6	1.6
35	4.5	-4.0	47.2	0.1
36	-2.9	3.4	-7.5	0.1
37	1.0	11.8	45.5	-0.4
38	10.6	-10.9	-17.2	0.8
39	-0.6	-0.8	10.6	-0.1
40	.	3.1	15.3	-0.8

# Remaining list, next part:
no.	structure	S1P4 agonist	NPY-Y2 PAM-ag	TRPN1 ag	CHOP inhibitor	S1P4 antagonist
41	CCc1ccc(-c2nc(CN3CCC(C(=O)NCCc4ccc(OC)c(OC)c4)CC3)c(C)o2)cc1	-3.2	-24.7	2.1	42.3	19.3
42	O=C(CCN1CCN(c2ccccc2)CC1)Nc1nccs1	-2.3	1.6	0.8	12.8	-9.9
43	Brc1ccc(-c2nnc3ccc(N4CCN(c5ccccc5)CC4)nn23)cc1	1.6	-18.5	-0.4	-65.4	-1.6
44	COc1ccc(N/C=C\C(=O)c2ccc(C)cc2)cc1OC	3.0	7.5	-1.0	-16.7	2.3
45	CCCCCC(=O)NNC(=S)NC(=O)c1ccc([N+](=O)[O-])cc1	2.8	7.4	-0.9	3.9	-19.3
46	Cc1sc2ncnc(NCc3cccnc3)c2c1C	-0.3	-1.8	1.0	-2.9	3.0
47	COc1cccc(C(=O)O/N=C(\C)c2cnccn2)c1	-0.4	5.9	0.6	35.7	3.3
48	COc1ccc(OCCNc2c([N+](=O)[O-])c(=O)oc3ccccc23)cc1	0.2	-9.5	1.9	33.4	-8.2
49	Cc1ccc(NC(=O)CN(C)C(=O)CSc2nnnn2C)cc1	-1.5	8.7	-1.0	-1.9	-15.9
50	CN(C)CCC1c2ccc(Cl)cc2CCc2cccnc21 (stereo not drawn) (tested in a mixture with another compound)	-0.3	8.1	1.0	2.1	-0.4
51	c1csc(-c2ccnc3ncnn23)c1	1.1	6.0	3.6	-39.7	-22.0
52	O=C(NNc1ncnc2c1cnn2-c1ccccc1)c1cccs1	0.0	5.6	-0.4	-6.9	-10.6
53	Clc1ccccc1Cn1nnc(-c2cccs2)n1	-1.2	5.8	-2.4	14.6	2.9

no.	NPY Y1 blocker	NPY-Y1 PAM-ag	EP2 mod	TRPML3 ag
41	28.1*	-56.1	-3.7	0.4
42	0.8	9.8	6.0	0.8
43	-3.3	-15.6	3.7	-0.2
44	1.1	1.5	-55.7	0.0
45	-1.2	10.7	-20.5	-0.1
46	-2.1	-16.3	-29.2	0.8
47	-5.1	7.0	20.0	0.3
48	-2.4	-4.3	-9.2	0.5
49	.	20.8	20.1	-0.4
50	.	-13.9	-13.3	1.2
51	0.0	10.4	16.8	0.5
52	-2.2	11.9	-18.1	0.3
53	3.0	-14.1	-4.5	-0.8

# Only S1P4 agonist, NPY-Y1 PAM-ag and EP2 mod, for some of the entries so far:
No.	molecule	S1P4 agonist	NPY-Y1 PAM-ag	EP2 mod
50	CN(C)CCC1c2ccc(Cl)cc2CCc2cccnc21 (stereo not drawn) (tested in a mixture with another compound)	-0.3	-13.9	-13.3
43	Brc1ccc(-c2nnc3ccc(N4CCN(c5ccccc5)CC4)nn23)cc1	1.6	-15.6	3.7

# High-throughput results deposited in PubChem BioAssay by several laboratories.
